Source: PubChem (Broad Institute)
esBAF inh: Bmi1 luciferase reporter increase in mESCs, primary screen, esBAF inhibitor project, mouse ES cells, Bmi1 luciferase knock-in, single point; AID 602393, 2012; reporter increase, % at 12.5 µM; 24 h; 100% = twice the neutral-well signal; 350,000 tested, 2% active; in the data active means activation above about 40%; inconclusive means no clear call, values can overlap the other calls;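 further: 0% = median of the plate's neutral control wells and 100% = double that signal; a rise in the Bmi1 reporter signal indicates esBAF inhibition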
ARNT-TACC3 inh: disruptors of ARNT/TACC3 protein interaction, primary screen, biochemical, AlphaScreen, single concentration; Transforming acidic coiled-coil-containing protein 3 (Homo sapiens), Q9Y6A5; AlphaScreen His-ARNT PAS-B/GST-TACC3 binding, luminescence; TACC3 fragment carries E629A point mutation; inhibition, % at 9.99 µM; 390,000 tested, 0.66% active; AID 623870, 2012;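 active means mean inhibition of replicates at least 50% and at least half of replicates each reaching 50%; inconclusive means half or more replicates reach 50% but mean below 50%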;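 further: 0% = complete ARNT plus TACC3 wells and 100% = ARNT alone without TACC3; many hits fall short of the cut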
RAD54 inh: inhibitors of human RAD54 branch migration, primary screen, biochemical, fluorescence, single point. RAD54 Holliday junction branch migration, FAM/BHQ fluorescence. AID 602329, 2012. inhibition, % at 10.4 µM. 360,000 tested, 0.14% active;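 active means mean normalized replicate activity at least 40 and at least half of replicates scoring 40 or more; inconclusive means only one of the two criteria met; inactive means mean below 40 and under half of replicates reaching 40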;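 further: 0% = median of neutral control wells and 100% = median of positive control wells; inhibitors cause a drop in the FAM fluorescence signal; in these data hits start at about 50%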
Target sequence (Q92698 whole entry, looked up): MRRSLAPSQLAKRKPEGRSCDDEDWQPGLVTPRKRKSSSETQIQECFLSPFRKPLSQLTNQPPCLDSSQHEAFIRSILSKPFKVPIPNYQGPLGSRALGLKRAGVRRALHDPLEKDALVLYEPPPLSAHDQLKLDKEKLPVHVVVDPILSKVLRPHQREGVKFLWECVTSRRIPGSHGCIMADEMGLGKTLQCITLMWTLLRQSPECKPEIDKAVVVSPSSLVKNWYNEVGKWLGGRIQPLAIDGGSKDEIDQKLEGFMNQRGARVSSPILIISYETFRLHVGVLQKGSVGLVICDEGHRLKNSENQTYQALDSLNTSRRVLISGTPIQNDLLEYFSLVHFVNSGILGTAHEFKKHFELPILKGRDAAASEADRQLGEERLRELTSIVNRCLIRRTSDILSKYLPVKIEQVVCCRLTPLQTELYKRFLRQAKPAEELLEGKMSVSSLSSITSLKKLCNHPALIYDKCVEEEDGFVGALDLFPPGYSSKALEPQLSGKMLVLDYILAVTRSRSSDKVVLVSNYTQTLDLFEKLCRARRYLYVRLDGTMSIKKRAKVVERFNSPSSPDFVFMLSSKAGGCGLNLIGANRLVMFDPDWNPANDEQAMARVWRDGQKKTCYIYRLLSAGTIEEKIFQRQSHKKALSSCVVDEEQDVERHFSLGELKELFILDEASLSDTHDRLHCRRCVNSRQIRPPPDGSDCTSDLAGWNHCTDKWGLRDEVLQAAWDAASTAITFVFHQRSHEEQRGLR
* = called active by the depositor; ? = inconclusive.

Molecule,RAD54 inh,ARNT-TACC3 inh,esBAF inh
CCOc1ccc2[nH]c(=O)c(C(c3nnnn3C3CCCCC3)N3CCN(CC)CC3)cc2c1 (stereo unspecified),-5,-2,-2
CC(=O)Nc1cccc(N2C(=O)CC(N3CCC(C(=O)N4CCCCC4)CC3)C2=O)c1 (stereo unspecified),1,12,4
O=C(c1ccccc1)N1CCN(c2ncnc3c2cnn3-c2ccccc2)CC1,1,4,39
CCOc1ccc(NC(=O)CC2CC(C)(C)OC2=O)cc1 (stereo unspecified),-1,12,2
CCCOC(=O)CSC1=C(C#N)C(c2ccccc2OC)C(C#N)C(=O)N1 (stereo unspecified),-15,-1,-6
C=CCNc1nc(N2CCCCC2)c(C#N)c2c1CN(Cc1ccccc1)CC2,3,-10,-3
COc1ccc(CCCC(=O)NC2CCCCC2C)c(C)c1 (stereo unspecified),2,-9,2
O=C(CN1CCN(Cc2ccccc2)CC1)Nc1ccc(Cl)cn1,-9,-4,-1

Continued.
Molecule,RAD54 inh,ARNT-TACC3 inh,esBAF inh
CCOc1cc(-c2conc2N)cc(OCC)c1OCC,-10,-4,6
CC(=O)Nc1nc(CC(C)C)cc2c1c(=O)oc1ccccc12,2,-9,1
Cc1ccc(CN2CC(C(=O)O)CC2=O)cc1 (stereo unspecified),4,-4,0
CCC(C)(C)NC(=O)C(c1ccc(F)cc1)N(Cc1ccco1)C(=O)c1snc(C(N)=O)c1N (stereo unspecified),0,11,-2
Cc1cc(=O)oc(C)c1C(=O)N1CCN(c2ccc(F)cc2)CC1,-4,-14,-2
O=C(CCl)Nc1cc(-c2ccccc2)nn1-c1ccccc1,-8,1,5
CCOC(=O)C1CCN(C(=O)CSc2cc(=O)n(C)c3ccccc23)CC1,-2,2,-7
COc1cc(C)c(C(C)C)cc1S(=O)(=O)N1CCN(C)CC1,8,-1,1

Other structures.
Molecule,RAD54 inh,ARNT-TACC3 inh,esBAF inh
CCN1C(=O)C(O)(CC(=O)c2ccc(-n3cccc3)cc2)c2ccccc21 (stereo unspecified),5,-3,-3
CC1CCN(C(=S)NC(=O)C2CCCCC2)CC1,1,-8,5
C=CCN(CC=C)C(=O)Cc1ccc(F)cc1,4,-1,-5
Cc1nc(-c2cccc(S(=O)(=O)N3CCC(C)CC3)c2)cs1,-3,-2,-15
CC(C)(C)C(=O)Nc1ccc2c(c1)-c1cc(NC(=O)C(C)(C)C)ccc1C2,-1,-1,29
CCCNS(=O)(=O)c1ccc(NC(=O)Cc2cccs2)cc1,-2,7,13
COC(=O)c1cccc(S(=O)(=O)N2CCC(NC(=O)NC34CC5CC(CC(C5)C3)C4)CC2)c1,3,4,-7
C=C(C)CN(CC)C(=O)CSc1nc2ncc(Cl)cc2[nH]1,-11,-1,-1

Next part
Molecule,RAD54 inh,ARNT-TACC3 inh,esBAF inh
Cc1nnc(NC(=O)C2CCN(c3cnccn3)CC2)s1,-6,-39,4
COc1cccc(-c2ccc(-c3noc(-c4ccccc4F)n3)c(OC)n2)c1,12,4,22
COC(=O)c1oc2nc(C)cc(C)c2c1N,15,-1,-1
CCc1cccc2c(=O)c(C(=O)N3CCCCCC3)c[nH]c12,-7,-7,-5
COC(=O)c1ccc(OCc2nc(N)nc(N3CCOCC3)n2)cc1,-6,-4,2
CC(C)NC(=O)Cn1c(SCC(=O)N2CCCc3ccccc32)nc2ccccc21,-11,0,-4
Cc1nnc(N(Cc2ccco2)C(=O)c2cccc(C#N)c2)s1,-3,-6,-3
CCCCNS(=O)(=O)c1ccc(OC)c(Cl)c1Cl,-5,-11,2

Quoted at random: 3 entries already listed, in no set order.
Molecule,RAD54 inh,ARNT-TACC3 inh,esBAF inh
CC(C)NC(=O)Cn1c(SCC(=O)N2CCCc3ccccc32)nc2ccccc21,-11,0,-4
COC(=O)c1ccc(OCc2nc(N)nc(N3CCOCC3)n2)cc1,-6,-4,2
Cc1nnc(NC(=O)C2CCN(c3cnccn3)CC2)s1,-6,-39,4

The results go on.
Molecule,RAD54 inh,ARNT-TACC3 inh,esBAF inh
COc1ccccc1N(C)S(=O)(=O)c1ccc(C(=O)NC(C)(C)C)cc1,-4,-4,-2
Cn1c(=O)cc(OCC(=O)NC2CCCCC2)c2ccccc21,-2,-5,-8
COc1ccc(C)cc1NC(=O)CN1CCN(c2ccc(F)cc2)CC1,-3,3,-6
CC1=C(C(=O)OCc2ccccc2)C(c2ccco2)C2=C(CC(C)(C)CC2=O)N1 (stereo unspecified),3,-3,-8
COC(=O)Cc1[nH]nc2c1C(c1cccc(OC)c1OC)C(C#N)=C(N)O2 (stereo unspecified),-3,-2,-6
CCN(CCNC(=O)c1cccc(N2CCCC2=O)c1)c1ccccc1,4,1,19
CC(C=NNC(=O)C(=O)NN=CC(C)=Cc1ccccc1)=Cc1ccccc1,-3,-10,33
Cc1cccc(N(C(=O)c2ccc(CN3CCOCC3)o2)C(C(=O)NC2CCCCC2)c2ccc(F)cc2)c1 (stereo unspecified),-4,1,-5

(next part)
Molecule,RAD54 inh,ARNT-TACC3 inh,esBAF inh
COc1ccc(N(CC(=O)N2CCN(C)CC2)S(=O)(=O)c2ccccc2)cc1OC,1,-6,-10
CC(C)(C)NC(=O)CN(Cc1cccs1)C(=O)c1csnn1,4,-10,3
CCOc1ccc(-c2nc(C#N)c(NC3CC3)o2)cc1,-3,-1,?
CC(Nc1cc(=O)n(C)c(=O)[nH]1)c1ccccc1 (stereo unspecified),-3,-5,-8
O=C(NC1CCN(Cc2ccccc2)CC1)C12CC3CC(CC(C3)C1)C2,-2,-4,0
Cn1c(=O)c2c(ncn2CC(=O)OCC(=O)NC2CCCc3ccccc32)n(C)c1=O (stereo unspecified),-7,-2,-10
CN1CCc2c(sc(NC(=O)c3ccc(S(=O)(=O)N4CCCCCC4)cc3)c2C(N)=O)C1,-6,0,-2
COc1ccccc1CC(=O)N1CCN(c2cccc(C(F)(F)F)c2)CC1,-5,-2,-11

Continuation:
Molecule,RAD54 inh,ARNT-TACC3 inh,esBAF inh
Cc1cc(C)c2c(n1)sc1c(O)cc(=O)[nH]c12,-1,20,-11
CCOc1ccccc1-c1nc(C(N)=O)c2[nH]c(=O)n(-c3cccc(C)c3)c2n1,5,1,-14
CCOC(=O)CNc1c(-c2ccc(O)cc2)nc2ccc(Cl)cn12,3,13,17
CC(C)NC(=O)c1ccccc1NC(=O)c1ccccc1N(C)S(C)(=O)=O,-4,2,-7
CC1=Nn2c(nnc2-c2ccccc2)SC1,-6,-7,19
O=C(CN1CCN(C(=O)c2cccs2)CC1)Nc1ccc(Br)cc1,-3,-4,2
CCNC(=O)C1CC(=O)N(Cc2ccc3c(c2)OCO3)C(=Nc2ccc(OCC)cc2)S1 (stereo unspecified),5,-21,-2
Cc1ccc(S(=O)(=O)N(Cc2ccccc2)Cc2ccco2)cc1,-9,-2,-17

Next section.
Molecule,RAD54 inh,ARNT-TACC3 inh,esBAF inh
O=C(NCCN1CCN(c2ccccc2)CC1)C1CCN(S(=O)(=O)c2cccc3nonc23)CC1,3,-5,1
Cc1cc(N2CCCC2=O)c(N)cc1N,-4,0,-3
COC(=O)c1ccc(C2/C(=C(\O)c3ccc(OC)c(C)c3)C(=O)C(=O)N2c2cc(C)on2)cc1 (stereo unspecified),4,-2,-5
CCOC(=O)c1nnc(-c2ccccc2)nc1Sc1ccccc1Cl,-5,-1,10
CN(C)CCN1C(=O)C(=O)/C(=C(/O)c2ccc(F)cc2)C1c1ccccc1F (stereo unspecified),6,-2,-8
CC(c1ccco1)N(C(=O)C12CC3CC(CC(C3)C1)C2)c1ccccn1 (stereo unspecified),-10,-11,-2
CC(=O)NS(=O)(=O)c1ccc(NC(=O)NC2CCCCC2)cc1,-4,-6,-11
Cc1ccc(NC(=O)CSc2nc(=O)cc(N)n2-c2ccccc2)cc1,-10,-9,5

Reformatted with two lines to a compound: six of the compounds above
Below each SMILES: RAD54 inh | ARNT-TACC3 inh | esBAF inh
- COC(=O)c1ccc(C2/C(=C(\O)c3ccc(OC)c(C)c3)C(=O)C(=O)N2c2cc(C)on2)cc1 (stereo unspecified)
→ 4 | -2 | -5
- CN(C)CCN1C(=O)C(=O)/C(=C(/O)c2ccc(F)cc2)C1c1ccccc1F (stereo unspecified)
→ 6 | -2 | -8
- CC(c1ccco1)N(C(=O)C12CC3CC(CC(C3)C1)C2)c1ccccn1 (stereo unspecified)
→ -10 | -11 | -2
- O=C(NCCN1CCN(c2ccccc2)CC1)C1CCN(S(=O)(=O)c2cccc3nonc23)CC1
→ 3 | -5 | 1
- Cc1ccc(NC(=O)CSc2nc(=O)cc(N)n2-c2ccccc2)cc1
→ -10 | -9 | 5
- CC(=O)NS(=O)(=O)c1ccc(NC(=O)NC2CCCCC2)cc1
→ -4 | -6 | -11

Following part
Molecule,RAD54 inh,ARNT-TACC3 inh,esBAF inh
COc1ccc(CC(=O)Nc2ccc(-c3csc(C)n3)cc2)cc1,-7,-5,5
C=CCN1C(=O)C(CC(=O)NCC)SC1=Nc1ccc(S(N)(=O)=O)cc1 (stereo unspecified),0,-2,-2
Cn1cnc(S(=O)(=O)Nc2ccc(C(F)(F)F)cc2)c1,-5,0,-2
O=C(O)CCC(=O)Nc1ccccc1N1CCOCC1,-6,0,-3
CCN(CC)S(=O)(=O)c1cccc(-c2nnc(SCCOc3ccc(Cl)cc3)o2)c1,15,12,9
C/C(=N/OC(=O)c1cccc(Cl)c1)c1nccs1,0,0,0
C=CCNC(=O)NC(=O)COC(=O)CCCSc1nc2ccccc2[nH]1,-8,-5,-3
Cc1ccccc1C(=O)N1CCN(c2ccc(NC(=O)c3ccco3)cc2Cl)CC1,1,-1,7

Additional entries:
Molecule,RAD54 inh,ARNT-TACC3 inh,esBAF inh
CCOc1ccc(N2C(=O)CC(SC(=NC)Nc3ccc(F)cc3)C2=O)cc1 (stereo unspecified),4,-2,-7
Cn1nc(C(=O)NCc2cccnc2)c2ccccc2c1=O,-1,2,1
CCOc1ccc2[nH]c(=O)c(C(c3nnnn3Cc3ccco3)N3CCCC(C)C3)cc2c1 (stereo unspecified),-7,6,-2
COc1cccc(OC)c1C(=O)Nc1ccc(N2CCCCC2)cc1,3,5,0
O=C(NC1CCCC1)C(c1ccccc1F)N(C(=O)c1ccco1)C1CCCC1 (stereo unspecified),-2,3,-1
CC(=O)Nc1ccc(Nc2ncnc3c2cnn3-c2ccc(C)cc2C)cc1,-5,21,11
COc1nc(-c2ccc(C)cc2)ccc1-c1noc(-c2cccnc2)n1,6,-14,-2
O=S(=O)(c1ccc(Oc2ccc(S(=O)(=O)N3CCOCC3)cc2)cc1)N1CCOCC1,0,-2,4

Other records follow.
Molecule,RAD54 inh,ARNT-TACC3 inh,esBAF inh
NC(=O)c1ccsc1NC(=O)CSc1nc2ccccc2c(=O)n1CCCO,3,9,-2
Cc1cc(C(F)(F)F)c(C#N)c(SCC(=O)NC(C)(C)C)n1,-1,-4,9
COC(=O)c1c2c(nc3ccccc13)CCC2,-3,-4,-5
Clc1ccc(SCc2cc(Cl)nc(-c3ccccc3)n2)cc1,1,-13,4
COCC(=O)Nc1nc(-c2ccccc2)ns1,-7,-5,22
CCn1c(CSc2nnc(-c3ccoc3C)n2C)nc2cc(S(=O)(=O)N(C)C)ccc21,-7,-2,0
CCOC(=O)c1sc(=NC(=O)c2cc(OC)c(OC)c(OC)c2)n(C)c1C,0,-5,-6
Cc1ccc2c(=O)cc(C(=O)NCCc3ccc(S(N)(=O)=O)cc3)oc2c1,-4,-7,-1

Next section:
Molecule,RAD54 inh,ARNT-TACC3 inh,esBAF inh
CC(C)OCCCNc1ncnc2c1cnn2-c1ccccc1,16,1,-3
CN1CCN(S(=O)(=O)c2ccc(NC(=O)c3ccc(Br)s3)cc2)CC1,0,17,6
COC(=O)C1=C(C)NC(=O)NC1c1cn(-c2ccccc2)nc1-c1cccs1 (stereo unspecified),1,3,-9
O=C(NCC1CCCO1)C(c1cccs1)N(C(=O)Cn1nnc(-c2cccs2)n1)C1CCCC1 (stereo unspecified),0,-4,-7
CCOC(=O)CN(C(=O)CSc1nnc(C)n1-c1ccccc1)c1cccc([N+](=O)[O-])c1,1,0,2
O=C(NCc1cccnc1)NC1CCCN1S(=O)(=O)c1ccc(Cl)cc1 (stereo unspecified),-10,-4,3
O=C1CCCc2oc3ccc(O)cc3c21,4,-2,4
COc1ccc(C)cc1-n1nnnc1SCC(=O)c1ccc2c(c1)OCCO2,4,-2,10
Cc1cc(C)nc(N2CCCC(C(=O)Nc3ccc4c(c3)OCCO4)C2)n1 (stereo unspecified),12,4,-9
CCOC(=O)c1c(C)n(C)c2ccc(O)c(CN(CC)CC)c12,18,-8,3
COC(=O)c1cc(OC)c(OC)cc1NC(=O)CSc1ccccc1,2,4,2

Not all compounds are listed; rates above refer to the full screens.
